Bioassay records as filed in PubChem BioAssay.
MCL1-BIM inh – inhibitors of human MCL1 binding to BIM-BH3 peptide | Q07820 | GST-MCL1 / FITC-Bim-BH3 fluorescence polarization | inhibition, % at 10.9 µM | 320,000 compounds, 0.68% hits;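 active = inhibition above the mean inhibition of all tested compounds plus 3 SD, set per campaign, cut at about 40% in these data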;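 note: 0% = DMSO wells and 100% = unlabeled Bim-BH3 peptide control; higher means more loss of mP so more displacement of Bim peptide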
Target sequence (Q07820 whole entry, looked up): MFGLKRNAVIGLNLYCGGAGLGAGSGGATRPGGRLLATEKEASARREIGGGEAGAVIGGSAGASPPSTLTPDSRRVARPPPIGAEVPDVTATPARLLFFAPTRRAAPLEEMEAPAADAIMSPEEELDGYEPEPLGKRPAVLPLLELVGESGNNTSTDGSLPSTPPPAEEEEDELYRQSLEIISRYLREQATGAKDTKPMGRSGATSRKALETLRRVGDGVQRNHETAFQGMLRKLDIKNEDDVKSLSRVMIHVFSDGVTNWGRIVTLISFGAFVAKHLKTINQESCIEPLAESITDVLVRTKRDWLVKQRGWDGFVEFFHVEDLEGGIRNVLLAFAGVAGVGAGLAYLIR
GLD-1 RNA inh – GLD-1-TGE RNA interaction inhibition (C. elegans); Q17339; purified GLD-1 + fluorescein TGE RNA, fluorescence polarization; inhibition, % at 5.96 µM; 320,000 compounds, 0.44% hits; AID 2280;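 active = percent inhibition above a per-plate cutoff, the plate mean of test compounds plus 3 SD, cut at about 30% in these data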;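 note: 0% = DMSO wells with GLD-1 and probe and 100% = wells lacking GLD-1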
VLA-4 inh – inhibition in a human VLA-4 binding assay | P13612 | VLA-4 expressing cells, ligand binding flow cytometry | inhibition, % (about 7 µM as worked out from the volumes in the protocol) | 330,000 compounds, 0.2% hits; in the data active = inhibition above about 50%
GRK2 aptamer HTS – inhibitors of human GRK2 displacing RNA aptamer; P25098; bead flow cytometry, FAM-aptamer displacement from GRK2; inhibition of aptamer binding, % at 10 µM; 330,000 compounds, 0.59% hits;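 active = inhibition of aptamer binding above 40%, roughly 3 SD of noise, on plates passing a quality check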;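 note: median bead fluorescence of bound FAM aptamer so fluorescent compounds give negative values; no value below 0 was filed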
Fam108B inh – Fam108B inhibition, counter-screen for RBBP9 inhibitors; recombinant Fam108B, FP-Rh probe fluorescence polarization; inhibition, % at 9.51 µM; 300,000 compounds, 0.33% hits;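 active = inhibition above the screen mean inhibition plus 3 SD, computed separately per campaign, cut at about 18% in these data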;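 note: inhibitors lower polarization as less probe binds the enzyme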
MEX-5 binding – C. elegans MEX-5 TCR-2 RNA binding activity; MEX-5/FITC-TCR2 RNA binding, fluorescence polarization; stronger effect = lower value; activity score (negative = inhibition of binding), % at 10 µM; 300,000 compounds, 0.38% hits; AID 1832;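 active = inhibition past about -25% in most replicates, and total fluorescence under double the plate's negative control median, limit read from the data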;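 note: 0% = DMSO and -100% = 5 µM competing unlabeled TCR2 RNA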
Target sequence (Q9XUB2 whole entry, looked up): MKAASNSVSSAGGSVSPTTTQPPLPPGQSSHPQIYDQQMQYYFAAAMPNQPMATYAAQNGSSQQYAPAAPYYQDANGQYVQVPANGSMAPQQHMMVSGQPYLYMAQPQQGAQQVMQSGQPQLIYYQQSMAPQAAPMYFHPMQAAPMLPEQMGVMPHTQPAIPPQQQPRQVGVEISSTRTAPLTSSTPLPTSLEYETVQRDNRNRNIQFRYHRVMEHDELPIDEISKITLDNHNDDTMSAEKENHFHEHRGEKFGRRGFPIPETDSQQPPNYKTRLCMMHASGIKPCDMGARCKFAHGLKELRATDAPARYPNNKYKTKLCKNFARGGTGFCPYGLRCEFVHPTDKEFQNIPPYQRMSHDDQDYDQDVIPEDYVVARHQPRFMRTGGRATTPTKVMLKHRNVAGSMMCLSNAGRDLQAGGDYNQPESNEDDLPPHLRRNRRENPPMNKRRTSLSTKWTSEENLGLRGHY
Bcl-xL primary – inhibitors of human Bcl-xL; AID 2129; 320,000 compounds, 0.7% hits; GST-Bcl-xL / FITC-Bim BH3 peptide fluorescence polarization; inhibition, % at 10.9 µM; Q07817;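 active = inhibition above the mean of all tested compounds plus 3 SD, cutoff set per campaign, cut at about 30% in these data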;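 note: 0% = DMSO wells and 100% = unlabeled Bim-BH3 peptide competitor; inhibitors lower millipolarization by displacing the labeled peptide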
AGP1-GFP MLPCN – yeast TOR pathway AGP1-GFP modulation; S. cerevisiae AGP1-GFP multiplex flow cytometry, 3 h; GFP as percent of DMSO wells; GFP response vs DMSO, % at 10 µM; 320,000 compounds, 0.02% hits;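 active = GFP response relative to DMSO above a set limit, near screen average plus 3 SD, cut at about 150% in these data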;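 note: median GFP channel fluorescence of the gated AGP1 strain per well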
CIT2-GFP yeast – alters CIT2-GFP fluorescence in TOR pathway yeast screen; S. cerevisiae CIT2-GFP strain, flow cytometry, 3 h; 100 means same as DMSO wells; GFP response vs DMSO, % at 10 µM; 320,000 compounds, 0.065% hits;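 active = GFP response relative to DMSO above a set limit, near the screen mean plus 3 SD, cut at about 150% in these data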;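 note: ratio of well median GFP fluorescence to mean of DMSO wells on the plate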
* hit, by the source's call; · = not tested or not shown.

SMILES	MCL1-BIM inh	GLD-1 RNA inh	VLA-4 inh	GRK2 aptamer HTS	Fam108B inh	MEX-5 binding	Bcl-xL primary	AGP1-GFP MLPCN	CIT2-GFP yeast
N#Cc1c2n(c3c(=O)n(CC(=O)c4ccc(Br)cc4)cnc13)CCCC2	-11	-1	10	0	-1	-0.1	2	110	108
CCn1c(SCc2cccnc2)nc2c1c(=O)n(C)c(=O)n2C	1	3	-5	2	4	-1.2	6	97	98
Cc1noc(C(=O)Nc2ccc(Cl)cc2)c1Cl	-5	1	10	1	-2	-1.2	3	105	107
COc1ccccc1CNC(=O)C(C)c1ccc([N+](=O)[O-])cc1 (centres undefined)	8	-3	0	0	-3	-1.7	8	99	99
Cc1cnc(CN2CCc3c([nH]c4ccccc34)C2CC(C)C)[nH]1 (centres undefined)	4	2	-13	0	-3	1.9	12	98	99
C/C(=N\NC(=O)Cn1nc(C)cc1C)c1ccc([N+](=O)[O-])cc1	-3	4	5	0	0	-0.3	-5	108	95
COc1cc(C(=O)NC(=S)Nc2ccc(N3CCCC3)cc2)cc(OC)c1OC	3	-1	-1	0	7	0.1	4	105	107
O=C(CSc1nnc(-c2ccccc2)n1Cc1ccccc1)NC1CC1	2	4	9	2	-5	0.2	5	110	101
CC(=O)NCCc1nc2cc(NC(=O)c3ccc(F)cc3)ccc2n1C	·	·	14	6	·	1.8	·	100	102
COc1ccc2c(c1)CC/C(=C\Nc1ccc3c(c1)OCO3)C2=O	-27	-33	-12	3	12	-9.5	-24	97	107
Cc1cc(C)nc(N/N=C/c2cccc3ccccc23)n1	-5	-2	3	0	0	0.0	0	98	94
Cc1ccc2[nH]c(=O)c(CN(C)S(=O)(=O)c3cccc4nonc34)cc2c1	4	-2	-2	0	2	-1.3	3	118	116
CC(C)Cn1c(N)c(C(=O)COC(=O)c2ccc(O)cc2)c(=O)n(C)c1=O	3	1	0	0	-3	-0.5	2	98	98
COc1ccc(NC(=O)COc2nsnc2N2CCOCC2)c(OC)c1	7	-2	-9	0	-3	0.6	3	103	108
CCN1CCN(C(c2cccs2)C(C)NC(=O)c2c(F)cccc2F)CC1 (centres undefined)	8	1	13	0	3	0.2	7	124	119

Complete entries from above:
`COc1cc(C(=O)NC(=S)Nc2ccc(N3CCCC3)cc2)cc(OC)c1OC` as listed: MCL1-BIM inh: 3; GLD-1 RNA inh: -1; VLA-4 inh: -1; GRK2 aptamer HTS: 0; Fam108B inh: 7; MEX-5 binding: 0.1; Bcl-xL primary: 4; AGP1-GFP MLPCN: 105; CIT2-GFP yeast: 107
`Cc1cnc(CN2CCc3c([nH]c4ccccc34)C2CC(C)C)[nH]1` (centres undefined) as listed: MCL1-BIM inh: 4; GLD-1 RNA inh: 2; VLA-4 inh: -13; GRK2 aptamer HTS: 0; Fam108B inh: -3; MEX-5 binding: 1.9; Bcl-xL primary: 12; AGP1-GFP MLPCN: 98; CIT2-GFP yeast: 99
`COc1ccccc1CNC(=O)C(C)c1ccc([N+](=O)[O-])cc1` (centres undefined) as listed: MCL1-BIM inh: 8; GLD-1 RNA inh: -3; VLA-4 inh: 0; GRK2 aptamer HTS: 0; Fam108B inh: -3; MEX-5 binding: -1.7; Bcl-xL primary: 8; AGP1-GFP MLPCN: 99; CIT2-GFP yeast: 99

4 compounds already listed, ordered by count of non-hydrogen atoms, highest first.
SMILES	MCL1-BIM inh	GLD-1 RNA inh	VLA-4 inh	GRK2 aptamer HTS	Fam108B inh	MEX-5 binding	Bcl-xL primary	AGP1-GFP MLPCN	CIT2-GFP yeast
COc1cc(C(=O)NC(=S)Nc2ccc(N3CCCC3)cc2)cc(OC)c1OC	3	-1	-1	0	7	0.1	4	105	107
Cc1ccc2[nH]c(=O)c(CN(C)S(=O)(=O)c3cccc4nonc34)cc2c1	4	-2	-2	0	2	-1.3	3	118	116
N#Cc1c2n(c3c(=O)n(CC(=O)c4ccc(Br)cc4)cnc13)CCCC2	-11	-1	10	0	-1	-0.1	2	110	108
COc1ccc2c(c1)CC/C(=C\Nc1ccc3c(c1)OCO3)C2=O	-27	-33	-12	3	12	-9.5	-24	97	107

The list goes on:
SMILES	MCL1-BIM inh	GLD-1 RNA inh	VLA-4 inh	GRK2 aptamer HTS	Fam108B inh	MEX-5 binding	Bcl-xL primary	AGP1-GFP MLPCN	CIT2-GFP yeast
COC(=O)C1=C(C(=O)OC)[C@@H]2N(C)c3ccccc3[C@@]23C[C@@H](C(=O)OC)N(C(=O)C2CCC2)C3=N1	3	-4	10	2	3	-1.6	4	93	85
O=S(=O)(c1ccc(Br)s1)N1CCNCC1	15	0	4	1	1	0.5	8	102	94
O=C(OCC(=O)N1CCc2ccccc2C1)c1cc(=O)[nH]c2ccccc12	-3	0	-1	0	-2	-2.5	-2	100	102
COc1ccc2oc(=O)c(C(=O)NCc3cccnc3)cc2c1	-2	0	3	7	4	-1.4	0	101	103
CCCC1(C)SC(NC(C)=O)=NN1C(C)=O (centres undefined)	1	1	15	0	1	0.0	5	98	108
O=C(CSc1nc2ccccc2s1)Nc1ccc(N2CCOCC2)c(Cl)c1	-23	4	4	1	2	3.4	-5	100	98
COc1ccc(CNC(=O)CCOc2ccc(C(C)(C)C)cc2)cc1	-19	14	26	2	2	-3.2	-9	102	97
Cc1ccc2[nH]cc(S(=O)(=O)c3ccc(C)c(C)c3)c(=O)c2c1	-3	0	-9	0	-2	-0.9	2	103	102
CC(C)CN1CCN(Cc2cc(F)ccc2-n2cccn2)CC1CCO (centres undefined)	13	7	-3	9	1	-1.7	6	98	104
Cn1c(=O)c2cc(S(=O)(=O)NCCC(=O)NCC3CCCO3)ccc2n(C)c1=O (centres undefined)	2	-13	17	0	2	0.4	-1	98	95
C=CCc1cccc2cc(C(=O)NCCOC)c(=O)oc12	-1	-5	-6	1	-2	3.3	4	104	97
O=C(O)COc1ccccc1/C=N/NC(=O)C(O)c1ccccc1 (centres undefined)	·	·	4	4	·	-0.8	·	92	106
CN(C)CCCN(C(=O)CCc1ccccc1)c1nc2c(F)cccc2s1	5	3	28	0	3	0.0	7	106	104
Cc1cccc(NC(=O)c2cc(S(=O)(=O)N(C)c3ccc(F)cc3)ccc2Cl)n1	5	0	-6	0	2	-1.3	4	103	105
CCN1C(=O)C(CC(=O)Nc2ccc(F)cc2)N(Cc2cccs2)C1=S (centres undefined)	4	2	4	2	-5	1.1	1	98	98
CCn1cc(C(=O)NCC(OC)OC)c(=O)c2cc(S(=O)(=O)N3CCC(C)CC3)ccc21	8	1	8	1	7	-0.4	2	102	107
COc1cccc(CNC(=O)COC(=O)CCCNC(=O)c2ccc(Cl)cc2)c1	0	-2	1	1	-1	-3.0	4	101	100
Cc1cnc(CN(C)C(=O)CC2C(=O)NCCN2Cc2cccc(F)c2F)[nH]1 (centres undefined)	12	10	8	3	0	-0.1	5	115	107
CN(C)C(=S)Nc1ccc(Cc2ccncc2)cc1	-9	-1	4	0	-4	3.7	-6	95	99
Cc1ccc(-c2noc(CCC(=O)NCCN3CCc4ccccc4C3)n2)cc1	3	12	-4	0	1	-0.1	-1	100	106
CC1(c2nnc(Cc3ccccc3)o2)CC(c2ccccc2[N+](=O)[O-])=NO1 (centres undefined)	-4	-7	-7	1	2	-0.2	-9	92	87
CCc1ccc(Nc2cc(C)nc3ncnn23)cc1	-6	-2	-7	7	1	0.9	5	90	92
COc1ccc(C2C3C(=O)N(Cc4ccccc4)C(=O)C3ON2c2ccccc2)c(OC)c1OC (centres undefined)	3	-2	10	0	-1	·	8	98	94
CC(NC(=O)Cc1ccsc1)c1ccc(F)cc1 (centres undefined)	-5	8	12	1	2	0.2	-1	92	87
Cc1ccc(/C(N)=N/OC(=O)COc2ccc(Cl)c(C)c2)cc1	-12	0	29	0	-1	-3.3	-3	97	100
O=S1(=O)[C@H]2C[C@@H]3C=C[C@@]2(CN1Cc1ccc(F)cc1)O3	-4	0	9	1	-1	-2.4	1	83	75
Cc1ccc2oc(C(=O)N3CCN(CCO)CC3)c(C)c2c1	1	5	1	0	1	0.2	2	99	100
COc1cccc(C(=O)CN2CCN(S(=O)(=O)c3cccc([N+](=O)[O-])c3)CC2)c1	-5	1	0	0	1	1.5	2	106	107
CCC(CO)NCc1ccc(OCC(=O)Nc2cccc(C(F)(F)F)c2)c(OC)c1 (centres undefined)	-8	0	1	0	-1	1.7	1	105	111
Cc1cc2cccc(C)c2nc1SCC(=O)N(C)c1nc(-c2ccccc2)cs1	7	-3	28	0	-2	0.1	2	87	·
O=C(CCSc1nccn1Cc1ccccc1)N1CCOCC1	1	5	3	0	4	-1.1	-6	99	101
Cc1ccc(C)c(-c2nnc(NC(=O)Cc3ccccc3)o2)c1	-9	-5	6	0	2	-2.7	-4	97	97
COC(=O)C1NN=C(C(=O)c2ccccc2)C1c1ccccc1 (centres undefined)	-8	-8	6	5	3	1.3	1	98	98
CN(Cc1nc2ccc(Cl)cc2[nH]1)Cc1nc(-c2cnccn2)no1	4	-4	0	0	3	1.7	4	100	99
CCOc1ccc(NC(=O)CCNS(=O)(=O)c2ccc3c(c2)CC(C)N3C(C)=O)cc1 (centres undefined)	0	-7	5	0	-2	-3.1	-2	101	104
Cc1ccccc1NC(=O)N(CCc1nc2ccccc2[nH]1)Cc1ccccc1	6	9	-8	0	0	-3.0	11	94	102
CCOC(=O)N1CCN(C(=O)c2ccc3c(=O)n(Cc4ccc(OC)cc4)c(=S)[nH]c3c2)CC1	34	18	5	0	1	·	23	95	96
CCN(CCn1cccn1)C(=O)CCc1nnc(-c2ccc3c(c2)OCO3)o1	5	3	14	2	-2	0.6	5	105	109
Cc1noc(C)c1S(=O)(=O)N(CC(=O)Nc1ccc2c(c1)OCCO2)c1ccc(C(C)C)cc1	4	2	2	0	2	0.0	3	101	109
O=c1oc2ccccc2c(NCc2cccc(F)c2)c1[N+](=O)[O-]	8	-1	3	2	3	3.6	4	96	102
Cc1sc(N)nc1-c1ccc(Oc2ccccc2)cc1	2	6	-4	2	5	2.2	1	87	94
Cc1sc2ncnc(N3CCC(C(=O)Nc4cc(Cl)ccc4Cl)CC3)c2c1C	-1	4	3	0	-5	1.9	-4	115	98
Cc1cc(C)n(C(=O)c2ccc(C)c(S(=O)(=O)N3CCOCC3)c2)n1	1	2	-7	4	1	0.6	2	99	97
CCCC(=O)Nc1ccc(C(=O)NNC(=O)c2cccs2)cc1	-4	3	-9	1	1	-0.9	-1	108	110
C[C@@H]1NC(=O)[C@@]2(C)[C@@H](c3ccccc3)[C@H]3COc4ccccc4[C@@H]3N2C1=O	0	2	9	0	·	·	3	94	95
CCOC(=O)c1c(C)[nH]c(C(=O)COC(=O)c2ccc(O)cc2)c1C	-2	5	·	0	-12	3.5	-3	96	92
COc1ccc(NC(=O)CN(C)C(=O)c2n[nH]c3ccccc23)cc1	2	0	0	3	0	-3.5	2	110	101
